UDG counterscr – blocks uracil-DNA glycosylase in AID counter-screen. FRET deamination/UDG coupled assay, UDG read, 4 h. Potency, µM (titrated, usually from 115 µM), without a hit: top-dose activity change, negative = inhibition, hits mostly inhibitors. 91,000 compounds, 0.14% hits. AID 1347430; note: nearly all actives have a fitted effect of over 65% in size
AID inh – blocks human AID cytidine deaminase activity; AID deamination FRET fluorescence, UDG-coupled, 4 h; Potency, µM (doses to about 115 µM), without a hit: at the highest dose activity change, negative = inhibition, usual class: inhibitors; AID 1347428; Q9GZX7; 91,000 compounds, 0.32% hits; note: nearly all actives have a fitted effect of over 25% in size
Target sequence (Q9GZX7 whole entry, looked up): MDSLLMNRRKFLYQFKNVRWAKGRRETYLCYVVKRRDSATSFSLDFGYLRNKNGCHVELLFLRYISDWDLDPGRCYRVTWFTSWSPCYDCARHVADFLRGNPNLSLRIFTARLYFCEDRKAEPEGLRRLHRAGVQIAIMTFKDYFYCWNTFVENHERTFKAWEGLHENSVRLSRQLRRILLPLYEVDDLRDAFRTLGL
An asterisk follows results filed as active; ? = inconclusive; [ ] = dose if it differs, or a comment. Calls come from the whole dose curve; as a rule, active = well fitted curve in the direction sought with a large enough effect; inconclusive = small, poorly fitted or top-dose-only effect, or another doubt; inactive = no such curve, though single readings can be large; an effect the other way counts as inactive or inconclusive. % is set by controls: 0 for no effect and ±100 for the full control effect; potency is the fitted concentration of half-maximal effect. The list is partial; rates above refer to the full screens.

Every second line gives: UDG counterscr	AID inh
Cc1ccc(-c2onc(C)c2C)cc1S(=O)(=O)NC1CCCCC1
 : -8%	-14%
Cc1cc2c(cc1NC(=O)c1ccccc1Cl)n(C)c(=O)c(=O)n2C
 : -8%	15%
CSc1ccc(CNC(=O)c2ccccc2NC(=O)c2nsc3ccccc23)cc1
 : 2%	7%
CCNc1c(NC(=O)NCC(C)C)c(=O)oc2ccccc12
 : 6%	3%
CCc1ccc(NC(=O)Cn2c(=O)n(-c3cc(OC)c(OC)c(OC)c3)c(=O)c3ccccc32)cc1
 : -1%	11%
NC(=O)C(Sc1ccc2c(c1)OCCCO2)c1ccccc1 (stereo not given)
 : 0%	-2%
CCCCN(CC)Cc1ccc(CNS(=O)(=O)c2cc3c(cc2Cl)NC(=O)CO3)o1
 : -2%	9%
Cc1ccc(NC(=O)C(C#N)=C2CCCCCC2)c(C)c1
 : 3%	10%
Cc1cc(C)c(NC(=O)CCS(=O)(=O)c2cc3c(cc2Cl)NC(=O)CO3)c(C)c1
 : 26%	38%[activator]
CC(=O)Nc1ccc(I)c(C)n1
 : -10%	-4%
CCNc1cccc(C)c1C
 : -10%	-9%
N#Cc1cccc(NC(=O)Cn2c(=O)c3c(ncn3C3CCCC3)n(Cc3ccccc3)c2=O)c1
 : -7%	-9%
CC(=O)c1ccc(-c2ccc(C=O)o2)cc1
 : -7%	-7%
Nc1nc(Nc2ccc(F)cc2)sc1C(=O)c1ccc(Cl)cc1
 : 1%	5%
COc1ccc(Cc2nc3ccccc3[nH]c2=O)cc1
 : 7%	23%
Cc1ccc(CN2CCC(CNC(=O)c3cc4ccc5cccnc5c4[nH]3)CC2)cc1
 : ?	?
Cc1cccc(C)c1NC(=O)CN1CCN(C(=O)CN(C)Cc2cnn(-c3ccccc3)c2)CC1
 : 0%	-12%
O=C(COC(=O)c1cc2c(s1)CCC2)NC(=O)NC1CCCC1
 : 2%	-7%
CSc1ccccc1NC(=O)c1ccsc1
 : 2%	6%
Cc1ccc(C)c(NCc2nnc(-c3ccc(Br)cc3)o2)c1
 : -1%	-6%
CN(C)c1ccc(C(=O)NNC(=O)c2ccccc2F)cc1
 : 2%	2%
CCOc1cc(C(=O)Nc2ccc(-c3nc4cc(C)ccc4o3)cc2)cc(OCC)c1OCC
 : 2%	-7%
O=C1CC(=O)Nc2cc(S(=O)(=O)Nc3ccc(F)cc3Cl)ccc2N1
 : ?	3%
Cc1ccc(C)c(/C=C/c2cc(C(=O)O)c3ccccc3n2)c1
 : -8%	0%
CCOc1ccccc1NC(=O)C(C)Sc1cc(-c2ccccc2)nc(C)n1 (stereo not given)
 : -11%	-26%
CC(=O)c1ccc(OCc2ccc(Cl)cc2Cl)cc1
 : -7%	-10%
CS(=O)(=O)N(Cc1ccccc1)c1ccc(C(=O)Nc2cccc(Cl)c2)cc1
 : -13%	?
O=C(Nc1ccc(S(=O)(=O)Nc2ncccn2)cc1)c1cccc(Cl)c1
 : 8%	-7%
CCc1cccc(N2C(=O)CS(=O)(=O)C23C(=O)N(Cc2ccc(F)cc2)c2ccc(C)cc23)c1 (stereo not given)
 : -8%	-18%
COc1ccc(CC(=O)NCc2nc3cccnc3n2Cc2ccccc2)cc1
 : 6%	4%
Cc1cc(C(F)(F)F)c(C#N)c(SCC#N)n1
 : 2%	-6%
Cc1cccn2c(=O)c(/C=C(\C#N)c3nc4ccccc4s3)c(Oc3ccc(F)cc3)nc12
 : 16%[57.5 µM]	172%[57.5 µM]
CC(C)OC(=O)c1c(NC(=O)C2c3ccccc3Oc3ccccc32)sc2c1CCCC2
 : 2%[57.5 µM]	36%[activator][57.5 µM]
CN(C(=O)CSc1cn(CC(=O)N2CCCC2)c2ccccc12)c1ccccc1
 : 2%	12%
O=C(Cn1ncc2c(=O)oc3ccccc3c21)NCc1ccc(Cl)cc1
 : 6%	9%
COc1ccccc1CN(Cc1ccco1)c1cnc(S(C)(=O)=O)nc1C(=O)Nc1ccccc1Cl
 : -28%	?
Cc1ccc(NC(=O)CSc2nc3ccc(NC(=O)c4cccs4)cc3s2)c(C)c1
 : -16%	11%
Cc1ccccc1C(=O)Oc1ccc(OCc2ccccc2)cc1
 : -3%	-4%
CCOc1ccc2nc(SCc3nc(-c4ccc(Cl)cc4)no3)[nH]c2c1
 : -3%	-8%
Cc1cccc(C(=O)OCc2cc(=O)n3c(C)csc3n2)c1
 : -12%	-16%
CC(C)C(=O)/C(C#N)=C\c1cc2ccccc2nc1N1CCOCC1
 : 2%	-12%
CC1(C)CC(NC(=S)Nc2cc(F)cc(F)c2)CC(C)(C)N1
 : 9%	10%
O=C(NC(c1ccccc1)c1ccccc1)c1cc(=O)c2ccccc2o1
 : -6%	-11%
CCOc1cc(Br)c(C2C(C#N)=C(N)Oc3c2ccc2ccccc32)cc1OC (stereo not given)
 : 1%	14%
CCOC(=O)c1sc(NC(=O)C2CC(=O)N(c3ccc4c(c3)OCCO4)C2)nc1C (stereo not given)
 : -5%	-10%
COc1ccc(Br)cc1CNC(=O)c1cnc2sc(N3CCCCCC3)nn2c1=O
 : -6%	18µM*
CCCCN(CC(N)=O)CC(=O)NC(N)=O
 : 5%	5%
CC(C)(C)c1ccc(C(=O)NCC(c2ccc(Cl)cc2)N2CCOCC2)cc1 (stereo not given)
 : -9%	?
COc1ccc(CCNc2ncnc3c2cnn3-c2ccc(C)c(Cl)c2)cc1
 : -6%	-27%
COCCn1cnc2c1c(=O)n(CC(=O)OCc1cccc(F)c1)c(=O)n2Cc1ccccc1
 : -13%	-6%

Next part.
mol | UDG counterscr | AID inh
COc1cccc(-n2c(SCC(=O)Nc3cccc(C)c3)nc3c([nH]c4ccccc43)c2=O)c1 | -19% | 13µM*
Cc1ccc(NC(=O)NCC(O)c2ccc(F)c(F)c2)cc1C (stereo not given) | 0% | -5%
COc1ccccc1N1CCN(C(=O)CN2c3ccccc3S(=O)(=O)c3ccccc32)CC1 | -4% | -3%
CC(=O)Nc1ccccc1-c1nc2ccccc2n(Cc2cccc(Br)c2)c1=O | -4% | 1%
O=C(Nc1sc2c(c1C(=O)Nc1ccccc1)CCC2)c1ccc(Br)cc1 | -13% | 13%
CCOC(=O)c1c(C)oc2nc(C)nc(Nc3cccc(OC)c3)c12 | 7% | 15%
O=C(CSc1nc2ccccc2n1Cc1cccc(C(F)(F)F)c1)NCc1ccccc1 | -12% | 0%
COc1ccc(OC)c(N2CC(C(=O)O)CC2=O)c1 (stereo not given) | 3% | 5%
Cc1ccc(CCC(=O)O)c(C)c1 | 3% | 3%
COc1ccc(OC)c(CN2CCCCCC2)c1 | -11% | -3%
Cc1ccc(CSc2cn(CC(=O)N3CCCC3)c3ccccc23)cc1 | ? | 7%
COc1ccc2c(C)c(CC(=O)Nc3cccc(Cl)c3)c(=O)oc2c1 | 1% | 1%

Complete entries, quoted from the list:
Cc1cccc(C(=O)OCc2cc(=O)n3c(C)csc3n2)c1 in the list: UDG counterscr = -12%; AID inh = -16%
COc1ccccc1N1CCN(C(=O)CN2c3ccccc3S(=O)(=O)c3ccccc32)CC1 in the list: UDG counterscr = -4%; AID inh = -3%

Other compounds.
mol | UDG counterscr | AID inh
O=C(CSc1nc2c([nH]c3ccccc32)c(=O)n1-c1cccc(C(F)(F)F)c1)N1CCCC1 | -5% | -6%
Cc1cccc(C(=O)Nc2ccccc2C(=O)NCc2ccccc2)n1 | -1% | -8%
CCCCCCc1ccc(-c2ccc(C(=O)OCC)cc2)nc1 | 5% | -1%
CC(=O)c1c(C)[nH]c(C(=O)C(C)Oc2ccc(Cl)cc2Br)c1C (stereo not given) | 0% | -5%
COc1ccc(OC)c(CNC(=O)CCC(=O)N2Cc3ccccc3Oc3ncccc32)c1 | -4% | ?
COc1ccc(C(=O)Nc2ccc3c(c2)CCCN3S(=O)(=O)c2ccc(C)cc2)cc1 | 7% | -4%
COc1ccc(-c2nc(SCC(=O)Nc3cccc(C(C)=O)c3)n[nH]2)cc1 | -3% | 2%
COc1ccc(C)cc1NC(=O)Cn1cc(S(=O)(=O)Cc2ccccc2Cl)c2ccccc21 | 5% | 14%
O=C(c1ccc(Cl)cc1)N1CCN(CCc2ccncc2)CC1 | -4% | 1%
COC(=O)NNC(=S)Nc1cccc(C)c1 | -1% | -4%
CN(C)CCNc1oc(-c2ccc(S(=O)(=O)N3CCCC3)cc2)nc1C#N | 7% | 8%
Cc1ccccc1Cn1cnc(NS(=O)(=O)c2c(C)n[nH]c2C)n1 | 8% | 10%
Cc1ccc(S(=O)(=O)N(CC(=O)NCC(C)C)Cc2c(F)cccc2Cl)cc1 | 1% | -8%
NS(=O)(=O)c1ccc(N/N=C/C(Cl)=C/c2ccccc2)c([N+](=O)[O-])c1 | -13% | -11%
COc1ccc(C(=O)NCCc2csc(-c3ccc(Cl)cc3)n2)cc1 | -7% | ?
CCN(Cc1cccs1)CC1CCCO1 (stereo not given) | 4% | 6%
NC(N)=NCc1ccc(F)cc1 | -3% | 0%
CCOC(=O)c1ccc(-c2ccc(/C=C(\C#N)C(=O)Nc3ccc(C)cc3)o2)cc1 | -12% | 18%
COc1ccc(NC(=O)CSc2nc(-c3ccc(F)cc3)c3cccc(C)c3n2)cc1 | 7% | 1%
NCCc1ccc(O)c(O)c1 | -6% | 2%
Cc1c(Cl)cccc1NC(=O)c1oc2ccc(S(=O)(=O)N3CCCCCC3)cc2c1C | -11% | 9%
CN1CCN(CCC2(c3ccccc3)CCOC(C)(C)C2)CC1 (stereo not given) | 4% | -6%
Cc1ccc2c(=O)cc(C(=O)Nc3sc4c(c3C(=O)NCc3cccnc3)CCCC4)oc2c1 | -1%[57.5 µM] | -2%[57.5 µM]
CC(=O)c1ccc(C(=O)N(CCc2ccccc2)Cc2ccc(C)s2)s1 | 4% | -16%

Rewritten as labelled records: three of the compounds above.
NCCc1ccc(O)c(O)c1
  UDG counterscr = -6%; AID inh = 2%

Cc1c(Cl)cccc1NC(=O)c1oc2ccc(S(=O)(=O)N3CCCCCC3)cc2c1C
  UDG counterscr = -11%; AID inh = 9%

CN1CCN(CCC2(c3ccccc3)CCOC(C)(C)C2)CC1 (stereo not given)
  UDG counterscr = 4%; AID inh = -6%

Additional entries follow.
mol | UDG counterscr | AID inh
O=C(NC1CCCc2ccccc21)c1cc(-c2cccc(Br)c2)nc2ccccc12 (stereo not given) | -7% | 1%
CC(C)(CO)NC(=O)C12CC3CC(CC(C3)C1)C2 | 1% | -1%
O=C(CSc1nc2c([nH]c3ccccc32)c(=O)n1-c1ccc(Cl)cc1)NCC1CCCO1 (stereo not given) | 1% | -5%
C/C(=N\NC(=O)c1cccc(C)c1)c1ccc(C)s1 | -9% | -9%
COc1cccc(NC(=O)CCNC(=O)Cn2cnc3ccccc3c2=O)c1 | -2%[57.5 µM] | -3%[57.5 µM]
CCOc1ccccc1NC(=O)c1cc(OC(C)=O)cc(OC(C)=O)c1 | -4% | 0%
Cc1cc(-c2ccc(C)c(S(=O)(=O)N3c4ccccc4CC3C)c2)on1 (stereo not given) | 33%[activator] | ?
O=C(O)c1ccc(NCc2ccc(F)cc2)cc1 | 1% | 2%
Cc1ccc(NC(=O)Nc2nnc(-c3ccccc3)s2)cc1C | 13% | -2%
CCN(C(=O)c1cc2c(=O)n(CC)c3ccccc3c2s1)c1cccc(C(F)(F)F)c1 | -10% | 0%
O=C(CN1C(=O)C2(SCC(=O)N2c2cccc(Cl)c2)c2ccccc21)NC1CCCCC1 (stereo not given) | 0% | ?
CCOC(=O)Cc1ccc(NC(=O)Nc2nnc(N(C)Cc3ccccc3)s2)cc1 | -7% | 0%
CCOc1ccc(-c2noc(-c3nnn(-c4cccc(C)c4C)c3N)n2)cc1 | 0% | 0%
CC(C)CCNC(=O)c1cnc2sc(N3CCCCCC3)nn2c1=O | -2% | -30%
Cc1noc(NC(=O)CSc2nccn2-c2ccccc2)n1 | 11% | 7%
Cc1cn2c(=O)cc(COC(=O)c3cccc(NC(=O)COc4ccccc4Cl)c3)nc2s1 | -12% | -18%
CC(=O)c1c(C)oc2ccc(N(C(=O)Oc3ccccc3)S(=O)(=O)c3ccc(C(C)(C)C)cc3)cc12 | 30%[activator] | 3%
O=c1oc2ccccc2cc1-c1cn2cc(Cc3ccccc3F)sc2n1 | -2% | -28%
CCOc1ccc(NC(=O)C(C)O)c(N)c1 (stereo not given) | -1% | 2%
CC(=O)Nc1cc(C(=O)NCc2ccccc2)ccc1Sc1ccc(C)cc1 | 0% | -14%
CCc1ccc(CNC(=O)c2cnc(C)cn2)s1 | 3% | 0%
Cc1ccc(-c2cc(NC(=O)C(C)Oc3ccc(C)c(C)c3)on2)cc1 (stereo not given) | -11% | -2%
Clc1ccc(-c2nc(-c3ccc(Br)o3)no2)c(Cl)c1 | -4% | 12%
O=C(C(Sc1nncn1-c1ccccc1F)c1ccccc1)N1CCOCC1 (stereo not given) | -2% | -2%
COC(=O)c1ccc(COC(=O)CCc2ccc3c(c2)OCO3)cc1 | -4% | -5%
CC1CCN(S(=O)(=O)c2ccc3c(c2)oc(=O)n3CC(=O)NC(C)c2ccccc2)CC1 (stereo not given) | ? | 8%
O=C(c1cnccn1)N(Cc1cccs1)C1CC1 | -3% | -2%
O=C(O)CNS(=O)(=O)c1c(F)cc(F)cc1Br | 3% | -7%
Cc1ccc(C(=O)Nc2cccc(C(=O)OCc3cc(=O)n4c5c(sc4n3)CCCC5)c2)cc1 | 4% | -17%
CC(=O)NC(Sc1ccc(Cl)cc1)C(=O)c1ccccc1 (stereo not given) | -1% | 2%
CN(C(=O)CSc1nc2ccccc2[nH]1)c1ccc(F)cc1 | 6% | 1%
CCCSCCCNC(=O)C1CCCN(C(=O)c2cnn(-c3ccccc3)c2-n2cccc2)C1 (stereo not given) | -10% | 12%
